Compound activity from PubChem.
Pf gamet viab: kills late stage P. falciparum gametocytes | P. falciparum stage V gametocytes, ATP luminescence, 24 h | inhibition, % at 10.9 µM | 150,000 compounds, 0.065% hits | AID 743093;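 active = inhibition above the mean plus 3 SD of compounds within the control limits, set per campaign, cut at about 38% in these data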;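 also: 0% = DMSO wells and 100% = medium only without gametocytes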
The depositor's hits bear a star. An excerpt; count on the stated rates, not on these rows.

SMILES	Pf gamet viab
CCOC(=O)c1sc(NC(=O)CN2CC(C)OC(C)C2)nc1C (stereo not drawn)	-22.8
O=C(O)c1ccc(N2C(=O)CC(N3CCN(c4cccc(Cl)c4)CC3)C2=O)cc1 (stereo not drawn)	-6.2
CCN(CC)CCn1c2ccccc2c2n[nH]c(=S)nc21	-21.1
CSc1ccc(S(=O)(=O)N2c3ccccc3CC2C)cc1 (stereo not drawn)	-10.7
CC(=O)C1=C(O)C(=O)N(c2ccc(Br)cc2)C1c1cccc([N+](=O)[O-])c1 (stereo not drawn)	6.6
Cc1cc(OCC(=O)Nc2ccncc2)cc(C)c1Cl	-13.4
COc1ccccc1NC(=O)c1ccc2c(c1)C(=O)N(c1ccccc1OC)C2=O	-15.4
CC1(C)Cc2ccccc2C(COc2ccccc2)=N1	7.6
CCCCC/C=C/C1=CC(=O)C[C@H](c2ccc(OC)c(OC)c2)C1	-1.1
NC(=O)C1CCCN(Cc2ccc3ccccc3c2)C1 (stereo not drawn)	22.1
COC(=O)Cc1ccc(NC(=S)N2CCC(Cc3ccccc3)CC2)cc1	0.5
C=C(C)CN1C(=O)C2(OCCO2)c2cc(Br)ccc21	-1.6
CCOc1ccccc1C(c1c(O)nc(SC)[nH]c1=O)c1c(O)nc(SC)[nH]c1=O	0.7
CCCCC(=O)NC(c1ccc(Cl)cc1Cl)c1ccc2cccnc2c1O (stereo not drawn)	-30.6
Cc1ccc(C)c(C(=O)Nc2ccncc2)c1	-11.6
COc1cc(OC)cc(C(=O)Nc2ccc(S(=O)(=O)Nc3cnc4ccccc4n3)cc2)c1	-16.4
CSc1nsc(SCC(=O)NCc2ccc(C)cc2)n1	1.5
NCCCC[C@@H](C(=O)NCCCCCCCCCCC(=O)N1CCNCC1)n1cc(CCO)nn1	19.6
Cc1ccc(S[C@@H](CCN2CC[C@H](NC(=O)OCc3ccccc3)CCC2=O)c2ccccc2)cc1	11.6
CC1(C)CC(=O)C=C(/C=C/c2ccccc2)C1	-47.2
COc1cccc(CN2CCN(C(=O)c3cccc(OC)c3)CC2)c1	-13.2
Cc1ccccc1CC1CCN(CCCNC(=O)Nc2ccccc2)CC1	4.8
COc1ccc(/C=C2\SC(=Nc3ccccc3OC)NC2=O)cc1	-14.3
Cc1ccc(OCCCCCCN2CCNCC2)c(Br)c1	2.1
COc1ccc(S(=O)(=O)N2CCC(C(=O)NCCc3ccccc3)CC2)cc1	8.6
SMILES	Pf gamet viab
S=C(Nc1cccc(Cl)c1)N1CCN(c2ccccn2)CC1	8.7
COc1ccc(-c2cn(Cc3ccc(C(N)=O)cc3)c(-c3ccncc3)n2)cc1	13.2
CC(=O)Nc1ccc(NC(=O)CSc2nnc(N)n2-c2ccccc2)cc1	-2.4
CC1(C)CC[C@]2(CO)CC[C@]3(C)C(=CCC4[C@@]5(C)CC[C@H](O)[C@@](C)(CO)C5CC[C@]43C)[C@@H]2C1 (stereo partly drawn)	-9.3
COc1cc(-c2nnc3sc(Cc4ccc(Cl)cc4)nn23)cc(OC)c1OC	1.1
O=C(Cc1ccc(Br)cc1)NCCc1ccc(F)cc1	10.5
CC(=O)CSc1ccc(-c2nc3ccccc3[nH]2)cn1	-1.5
O=C(NCc1ccc(F)cc1)C1CCCN1C(=O)Nc1cccc(F)c1 (stereo not drawn)	4.1
COc1ccc(CN2CCC(N3CC(C)OC(C)C3)CC2)c(OC)c1OC (stereo not drawn)	6.7
CCCn1nnnc1NCc1ccc(OC)cc1OC	-6.6
COC(=O)c1ccc(/C=C/c2c(-c3ccc(OC)cc3)oc3ccccc23)cc1	-33.6
Oc1cccnc1SCc1ccccc1	-3.6
CC(=O)C(C)n1cnc2scc(-c3ccc(C)cc3)c2c1=O (stereo not drawn)	13.9
CCn1c(N2CCN(C(=O)c3ccco3)CC2)nc2ccccc21	0.1
O=C(Oc1ccc2ccc(=O)oc2c1)c1ccccc1	-17.1
CCn1c2ccccc2c2cc(C#N)c(N)nc21	-9.8
CCOc1ccccc1CNCC1CCCO1 (stereo not drawn)	5.8
C=CC[C@H](CC(=O)N(CCO)Cc1ccccc1)C(=O)N[C@H](COC(=O)[C@@H](CC=C)CC(=O)OC(C)(C)C)Cc1c[nH]c2ccccc12	-1.1
O=C1CCC(c2ccccc2)c2ccccc21 (stereo not drawn)	20.9
Cc1c(-c2ccccc2)cnc2c(C)cccc12	13.2
C=CCC(=O)NC1CC(C)(C)Cc2c1cnn2-c1ccccc1C (stereo not drawn)	7.9
CCC(/C=C1\Oc2ccc(OC)cc2N1C)=C\c1sc2ccccc2[n+]1CCCS(=O)(=O)[O-]	4.8
COc1ccc(OC)c(NC(=O)CN2CCC(NC(=O)c3ccccc3C)CC2)c1	-0.7
COc1ccc(OCC(O)CN2CCC(CN3C(=O)c4cccc5cccc(c45)C3=O)CC2)cc1 (stereo not drawn)	7.1
COc1cccc(C(=O)N2CCN(C3CCCCC3)CC2)c1	1.1

Copied from above for reference:
SMILES	Pf gamet viab
O=C(NCc1ccc(F)cc1)C1CCCN1C(=O)Nc1cccc(F)c1 (stereo not drawn)	4.1
COc1ccc(CN2CCC(N3CC(C)OC(C)C3)CC2)c(OC)c1OC (stereo not drawn)	6.7

Continuation.
SMILES	Pf gamet viab
COc1ccc(NC(=O)C2CCCN(S(C)(=O)=O)C2)cc1OC (stereo not drawn)	4.4
COc1cccc(CN2CCN(CCCc3ccccc3)C(CCO)C2)c1O (stereo not drawn)	11.9
O=C(N/N=C\c1ccc(S(=O)(=O)O)o1)c1ccc2c(c1)OCO2	5.0
CCOc1cc(C(=O)N2CCC(CC3CC(c4ccc(Cl)cc4)=NO3)(C(=O)NCC3CCCCC3)CC2)cc(OCC)c1OCC (stereo not drawn)	8.7
COC(Cc1ccccc1N1CCCC1=O)OC	-118.5
CCC(C)Sc1ccc([C@@H]2[C@@H]3C(=O)N(CC)C(=O)[C@@H]3[C@]3(C(=O)OC)CCCCN23)cc1 (stereo partly drawn)	-18.3
C#CCOCCOCCOCCNc1nc(N2CCN(C(=O)[C@H]([C@@H](C)CC)n3cc(CCCCN)nn3)CC2)nc(N2CCN(C(=O)[C@H](CCCCN)n3cc(CCCC)nn3)CC2)n1	-3.9
C[C@@H](OC(=O)c1[nH]cnc1C(=O)N1CCc2ccccc2C1)c1ccccc1	-4.1
CS(=O)(=O)c1ccc2nc(NC(=O)c3ccc(Cl)cc3)sc2c1	13.6
COCCCn1c(=O)c2sccc2n(Cc2ccccc2)c1=O	1.1
CCCc1ccc(-c2ccc(-c3noc(-c4ccncc4)n3)cc2)nc1	18.3
CCCc1cc(=O)n2[nH]c(C)c(-c3ccc(OC)cc3)c2n1	-9.6
COc1cc(OC)cc(C(=O)Nc2ncn[nH]2)c1	16.6
CC(O)[C@H]1CC[C@H]2[C@@H]3CC[C@H]4C[C@H](O)CC[C@]4(C)[C@H]3[C@H](O)C[C@]12C (stereo partly drawn)	3.0
CN1CCCN(Cc2ccccc2Br)CC1	-8.0
CCN1C(=O)[C@@H]2[C@@H](c3ccc(-c4ccc(OC)cc4)cc3)N3CCC[C@@]3(C(=O)OC)[C@@H]2C1=O	10.5
CCOC(=O)C[C@H]1c2ccccc2S(=O)(=O)N1Cc1cccc(C(F)(F)F)c1	19.5
COc1ncc(-c2ccc3c(c2)S(=O)(=O)c2cccc(C(=O)NCc4ccco4)c2C3=O)cn1	0.4
CN1CCN(S(=O)(=O)c2cc(C(F)(F)F)ccc2Cl)CC1	7.5
COC(=O)[C@@]12CCCCN1[C@H](c1ccc(SC3CCCCC3)cc1)[C@H]1C(=O)N(C)C(=O)[C@H]12	-33.4
O=[N+]([O-])c1ccc(CNc2cccc(F)c2)s1	-7.8
C/C(=N/Nc1ccnc2cc(Cl)ccc12)c1ccc(O)cc1	21.0
CCOC(=O)CCC(=O)Nc1ccc(S(=O)(=O)Nc2cc(OC)nc(OC)n2)cc1	3.4
Cc1n[nH]c(C)c1CCCCOc1ccc([N+](=O)[O-])cc1	5.5
CN1CCN(c2nc3c(c(=O)n(C)c(=O)n3C)n2Cc2ccc(Cl)cc2)CC1	-19.2
SMILES	Pf gamet viab
Cn1c2ccc(Br)cc2c2nnc(SCC(=O)O)nc21	-6.7
CN(C)c1nc(OCc2ccccc2)c2ncc(=O)[nH]c2n1	4.9
CCC(COC)NC(=O)c1ccc(OC)c(OC2CCN(C(C)=O)CC2)c1 (stereo not drawn)	9.5
O=C(c1ccccc1)c1ccc(C(=O)O)c(C(=O)O)c1	9.9
Nc1ccc(-c2nnn(CC(=O)N3CCCCC3)n2)cc1	2.6
O=C(Cc1ccccc1)NCC1COc2ccccc2O1 (stereo not drawn)	4.6
CCOC(=O)C1CCN(CCCSc2ccccc2)CC1	-13.3
COc1cc(=O)oc(-c2ccccc2)c1C(C)=O	-15.1
O=[N+]([O-])c1ccc(-c2ccc(S(=O)(=O)N3CCOCC3)cc2)cc1	-8.0
CC(C)(C)C(C(=O)Oc1ccccc1)c1ccccc1 (stereo not drawn)	5.5
Cn1c(O)c(C=NCCCCCC(=O)O)c(=O)n(C)c1=O	3.2
CC1(C)C(C(=O)O)N2C(=O)C(NC(=O)Cc3ccccc3)C2S1=O (stereo not drawn)	-6.5
CCc1nnc(N/N=C/c2cc(Br)c(O)cc2O)n1N	2.8
CCN1C(=O)[C@H]2[C@@H](c3ccc(-c4ccc(F)cc4)cc3)N[C@@](C)(C(=O)OC)[C@H]2C1=O	0.9
CCOC(=O)/C=C/C(=O)Nc1ccc(S(=O)(=O)N2CCc3ccccc32)cc1	2.4
O=C1C2C3C=CC(CC3)C2C(=O)N1c1ccc(Cl)cc1 (stereo not drawn)	4.6
CC(C)CC1Nc2ncnc(N3CCOCC3)c2N(Cc2ccccc2)C1=O (stereo not drawn)	-23.5
COc1cccc(C2Nc3ccc4ccccc4c3C3=C2C(=O)CC(C)(C)C3)c1OCC(=O)O (stereo not drawn)	-5.5
O=S(=O)(c1ccc2c(c1)C(O)c1ccccc1CC2)C(F)(F)F (stereo not drawn)	-6.3
O=C(Nc1ccccc1)c1ccco1	-34.0
O=C1C=C(c2ccc3c(c2)OCO3)C[C@@H](c2ccc(Cl)cc2)C1	-26.6
CCc1ccc(OCC2Cn3c(nc4c3c(=O)[nH]c(=O)n4C)O2)cc1 (stereo not drawn)	5.3
O=C(COc1ccc(Br)cc1)OCCN1CCCCC1	-1.7
CC(C)NC(=O)c1ccc2c(c1)N(CC(=O)Nc1ccccc1F)C(=O)C(C)(C)O2	6.8
COc1ccc(CNc2ccc3c(c2)CCC3)cc1Br	-18.2

Grouped by structure, the compounds so far containing a CF3 group.
SMILES	Pf gamet viab
CCOC(=O)C[C@H]1c2ccccc2S(=O)(=O)N1Cc1cccc(C(F)(F)F)c1	19.5
CN1CCN(S(=O)(=O)c2cc(C(F)(F)F)ccc2Cl)CC1	7.5
O=S(=O)(c1ccc2c(c1)C(O)c1ccccc1CC2)C(F)(F)F (stereo not drawn)	-6.3

(continued)
SMILES	Pf gamet viab
O=C(O)c1cccc(N=C2NC(=O)C(CO)(CO)S2)c1	12.6
c1csc(-c2nn3c(C4CCCCC4)nnc3s2)c1	-2.1
C=CCN1CCN(C(=O)c2ccc(-c3ccccc3)cc2)CC1	5.2
Cc1cc(C)c(C)c(S(=O)(=O)Nc2cccnc2)c1C	3.4
CCOC(=O)c1cc(-c2ccccc2)n(Cc2cc(CC)no2)n1	22.6
COc1cc(C(=O)NCCSc2ccccc2)cc(OC)c1OC	12.6
NS(=O)(=O)c1cnccc1Nc1cccc(F)c1	-29.0
CC(C)[C@@H](CSc1ccccc1)N1CCN(Cc2ccccc2)CCC1=O	-17.7
N#Cc1ccc(N2CCN(C(=O)c3cccs3)CC2)c(F)c1	6.7
CN(CC1CCCN(CCc2ccc(Cl)cc2)C1)C(=O)CC(F)(F)F (stereo not drawn)	10.2
c1cncc(-c2cnc3ccccc3c2)c1	15.2
CCC(C)(C)NC(=O)CN(C(=O)CCC(=O)Nc1nccs1)c1ccc(C)cc1	15.7
COc1ccc(C2/C(=C(/O)c3ccccc3)C(=O)C(=O)N2c2ccccn2)cc1 (stereo not drawn)	10.7
CCN1C(=O)[C@H]2[C@@H](c3ccc(C)cc3)N3C(=O)N(c4cccc(Br)c4)C(=O)[C@@]3(C)[C@H]2C1=O	-13.8
Cc1cc(C)cc(C(=O)Nc2cccnc2Cl)c1	-8.1
O=C(CS(=O)(=O)c1ccccc1)Nc1ccccc1Br	12.4
CCN(CC)CCNc1ccc(Cl)cc1[N+](=O)[O-]	-2.7
CC(C)C[C@H](NC(=O)c1nc[nH]c1C(=O)NC1CCNCC1)C(=O)OC(C)(C)C	4.4
O=C1CCC[C@@H]2[C@H](Cc3ccccc3)[C@@H](O)C[C@@H]3CCN1[C@@H]32	-21.5
COc1ccc(C(=O)NCCCc2ccccc2)cc1	-26.0
COc1cc2cc(CCCOC(=O)CCC(=O)O)oc(=O)c2cc1OC	-27.8
FC(F)(F)c1ccccc1CN1CCCC(N2CCN(c3ccccc3)CC2)C1 (stereo not drawn)	-14.1
Cc1occc1C(=O)Nc1ccccc1NC(=O)c1ccoc1C	25.3
O=Cc1cnc2ccccc2c1-c1ccccc1	5.5
COc1ccc(CC(=O)Oc2ccc(F)cc2)cc1	-0.3
Cc1nc([N+](=O)[O-])cn1CC(=O)Nc1ccc(Cl)cc1	2.4
O=S(=O)(Nc1ncccn1)c1ccccc1	-9.6
O=[N+]([O-])c1cc(-c2ccc(/C=N/n3cnnc3)o2)ccc1Cl	-3.8
Cc1ccc(C(c2nnnn2C2CCCC2)N2CCN(c3nc4ccccc4s3)CC2)cc1 (stereo not drawn)	-12.6
Cc1ccc(C(=O)Nc2cccc(C(O)c3ccccc3)c2)cc1 (stereo not drawn)	7.2

Filtered by structure, the compounds so far containing a nitro group on carbon (7)
SMILES	Pf gamet viab
CC(=O)C1=C(O)C(=O)N(c2ccc(Br)cc2)C1c1cccc([N+](=O)[O-])c1 (stereo not drawn)	6.6
O=[N+]([O-])c1ccc(CNc2cccc(F)c2)s1	-7.8
Cc1n[nH]c(C)c1CCCCOc1ccc([N+](=O)[O-])cc1	5.5
O=[N+]([O-])c1ccc(-c2ccc(S(=O)(=O)N3CCOCC3)cc2)cc1	-8.0
CCN(CC)CCNc1ccc(Cl)cc1[N+](=O)[O-]	-2.7
Cc1nc([N+](=O)[O-])cn1CC(=O)Nc1ccc(Cl)cc1	2.4
O=[N+]([O-])c1cc(-c2ccc(/C=N/n3cnnc3)o2)ccc1Cl	-3.8
